RPL19A-GFP yeast = modulators of TOR pathway RPL19A-GFP in S. cerevisiae; percent response vs DMSO, % at 10 µM; hit rate 0.3% among 330,000; AID 2025; S. cerevisiae RPL19A-GFP strain, flow cytometry, 3 h; active compounds read low;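 active = percent response vs DMSO below 50%; inconclusive = fewer than 70 events counted for the yeast strain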;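 also: median channel GFP fluorescence of the barcoded RPL19A-GFP strain; ratio of sample median GFP to plate DMSO average so 100% = DMSO; lower means less RPL19A-GFP as with rapamycin TOR inhibition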
CIT2 TOR yeast = yeast TOR pathway CIT2-GFP modulation; S. cerevisiae CIT2-GFP strain, flow cytometry, 3 h; 100 means same as DMSO wells; GFP response vs DMSO, % at 10 µM; hit rate 0.065% among 320,000;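 active = GFP response relative to DMSO above a set limit, near the screen mean plus 3 SD, cut at about 150% in these data; inconclusive = Fewer than 70 cells measured for a yeast strain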;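 also: ratio of well median GFP fluorescence to mean of DMSO wells on the plate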
LAP4-GFP MLPCN = yeast TOR pathway LAP4-GFP modulation; S. cerevisiae LAP4-GFP multiplex, flow cytometry GFP, 3 h; median GFP as percent of DMSO wells; GFP response vs DMSO, % at 10 µM; hit rate 0.34% among 320,000;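 active = GFP response vs DMSO above a set limit, about the screen mean plus 3 SD, cut at about 150% in these data; inconclusive = under 70 cell events counted for the yeast strain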
AGP1-GFP MLPCN = alters AGP1-GFP fluorescence in TOR pathway yeast screen; GFP response vs DMSO, % at 10 µM; hit rate 0.02% among 320,000; S. cerevisiae AGP1-GFP multiplex flow cytometry, 3 h; GFP as percent of DMSO wells;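 active = GFP response relative to DMSO above a set limit, near screen average plus 3 SD, cut at about 150% in these data; inconclusive = fewer than 70 cells counted for the yeast strain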;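 also: median GFP channel fluorescence of the gated AGP1 strain per well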
GASC-1 inh = inhibitors of human GASC-1 (JMJD2C) demethylase | Q9H3R0 | GST-JMJD2C(1-420) H3K9me3 demethylation, DELFIA europium | inhibition, % at 2.35 µM | hit rate 0.069% among 330,000 | AID 2099;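 active = more than half of a compound's replicate wells show inhibition beyond 50%, single wells judged on their own value; inconclusive = some, but no more than half, of replicates pass 50% inhibition; inactive = no replicate passes 50% inhibition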;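 also: signal counts dimethyl H3K9 product captured on neutravidin plate; 0% = median of DMSO wells and 100% = 0.3 times that DMSO median; strong numbers were not always called active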
Target sequence (Q9H3R0 1-420 limits assumed): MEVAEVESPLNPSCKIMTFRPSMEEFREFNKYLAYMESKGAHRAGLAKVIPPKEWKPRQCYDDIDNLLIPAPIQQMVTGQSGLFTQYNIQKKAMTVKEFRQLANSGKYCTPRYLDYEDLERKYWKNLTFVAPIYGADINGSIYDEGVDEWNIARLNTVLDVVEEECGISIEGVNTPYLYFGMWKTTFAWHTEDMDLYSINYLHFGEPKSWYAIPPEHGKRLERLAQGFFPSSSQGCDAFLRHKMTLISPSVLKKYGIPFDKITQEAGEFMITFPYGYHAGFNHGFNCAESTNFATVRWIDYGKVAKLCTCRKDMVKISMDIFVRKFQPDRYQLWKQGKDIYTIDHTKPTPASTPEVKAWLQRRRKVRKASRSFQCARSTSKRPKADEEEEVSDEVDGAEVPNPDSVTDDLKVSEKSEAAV
VLA-4 inh = inhibition in a human VLA-4 binding assay; hit rate 0.2% among 330,000; AID 2557; inhibition, % (about 7 µM as worked out from the volumes in the protocol); VLA-4 expressing cells, ligand binding flow cytometry; in the data active = inhibition above about 50%
GRK2 aptamer HTS = blocks RNA aptamer binding to human GRK2; P25098; inhibition of aptamer binding, % at 10 µM; bead flow cytometry, FAM-aptamer displacement from GRK2; hit rate 0.59% among 330,000;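 active = inhibition of aptamer binding above 40%, roughly 3 SD of noise, on plates passing a quality check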;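 also: median bead fluorescence of bound FAM aptamer so fluorescent compounds give negative values; no value below 0 was filed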
Target sequence (P25098 whole entry, looked up): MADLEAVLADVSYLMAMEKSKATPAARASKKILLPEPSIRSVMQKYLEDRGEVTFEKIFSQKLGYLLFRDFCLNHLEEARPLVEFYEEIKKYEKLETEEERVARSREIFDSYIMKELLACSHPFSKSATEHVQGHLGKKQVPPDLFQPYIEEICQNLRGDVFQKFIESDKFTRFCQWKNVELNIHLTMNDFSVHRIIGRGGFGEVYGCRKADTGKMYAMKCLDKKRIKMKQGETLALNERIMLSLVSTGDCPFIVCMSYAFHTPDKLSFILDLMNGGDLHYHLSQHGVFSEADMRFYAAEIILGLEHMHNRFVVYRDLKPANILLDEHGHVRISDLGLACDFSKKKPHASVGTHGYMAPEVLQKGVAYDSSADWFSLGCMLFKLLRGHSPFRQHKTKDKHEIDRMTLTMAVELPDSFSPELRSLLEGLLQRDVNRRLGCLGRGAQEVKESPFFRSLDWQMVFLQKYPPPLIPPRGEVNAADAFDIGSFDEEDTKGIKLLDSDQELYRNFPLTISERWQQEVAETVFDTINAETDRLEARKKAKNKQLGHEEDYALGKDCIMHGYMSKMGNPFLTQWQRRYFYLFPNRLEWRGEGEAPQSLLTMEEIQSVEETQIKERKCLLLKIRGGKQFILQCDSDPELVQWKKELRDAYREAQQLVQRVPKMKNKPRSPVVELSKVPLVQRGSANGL
MEP2-GFP yeast = alters MEP2-GFP fluorescence in TOR pathway yeast screen | S. cerevisiae MEP2-GFP strain, flow cytometry GFP, 3 h; 100% = DMSO control level | GFP response vs DMSO, % at 10 µM | hit rate 0.51% among 330,000 | AID 2016;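 active = GFP response versus DMSO above a set limit, roughly screen mean plus 3 SD, cut at about 180% in these data; inconclusive = fewer than 70 cells counted for a yeast strain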;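 also: median GFP fluorescence of the barcode-gated MEP2-GFP cells per well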
Active calls of the source: *; ? = inconclusive; nt = no result given; [ ] = dose if it differs, or a comment.

SMILES | RPL19A-GFP yeast | CIT2 TOR yeast | LAP4-GFP MLPCN | AGP1-GFP MLPCN | GASC-1 inh | VLA-4 inh | GRK2 aptamer HTS | MEP2-GFP yeast
Cc1cccc(/C=C/C(=O)c2ccc(N3CCOCC3)cc2)c1 | 93 | 80 | 102 | 121 | 4 | 3 | 0 | 96
S=C(Nc1ccccc1)Nc1cc(Cl)ccc1Oc1ccccc1 | 94 | 96 | 94 | 96 | -7 | -64 | 0 | 98
Nc1nc(N2CCCCC2)nc(N(c2ccccc2)c2ccccc2)n1 | 98 | 99 | 104 | 103 | 2 | 15 | 0 | 99
OC(COc1ccccc1)CN1CCC(Cc2ccccc2)CC1 (centres undefined) | 100 | 97 | 92 | 100 | -20 | 13 | 0 | 103
O=C(Nc1ccccc1)OCCNC(=O)c1ccccc1 | 83 | 83 | 84 | 79 | 6 | -5 | 12 | 94
CNC(=S)NNC(=O)c1oc2nc(-c3ccccc3)cc(-c3ccco3)c2c1N | 105 | 94 | 93 | 99 | -2 | -1 | 0 | 109
O=S(=O)(Cc1cccc(C(F)(F)F)c1)c1ncn[nH]1 | 104 | 97 | 96 | 97 | 5 | 6 | 0 | 103
CC1CC(C)(C)NC(=S)N1CCCC(=O)Nc1ccc(F)c(F)c1 (centres undefined) | 100 | 95 | 105 | 105 | 10 | 6 | 7 | 108
CCC(=O)Nc1ccccc1N1CCN(S(C)(=O)=O)CC1 | 102 | 106 | 111 | 104 | 13 | -5 | 0 | 102
CCOCCCn1c(SC(C(=O)Nc2cc(C)ccc2C)c2ccccc2)nnc1-c1ccc(Cl)cc1 (centres undefined) | 109 | 110 | 100 | 108 | -5 | -3 | 2 | 121
Cc1cc(N=Cc2cc(Br)ccc2O)no1 | 98 | 102 | 96 | 99 | 1 | -3 | 2 | 99
CCN(CCCNC(=O)CCc1nc(-c2ccc(C)cc2)no1)c1cccc(C)c1 | 102 | 103 | 101 | 103 | -9 | 4 | 0 | 100
COc1cc(Br)c(Br)c(Br)c1N | 93 | 89 | 87 | 99 | 5 | 6 | 1 | 92
CC(C)=CCN1CCN(Cc2cnc(-c3ccccc3)s2)CC1CCO (centres undefined) | 112 | 101 | 99 | 100 | 1 | 0 | 0 | 108
Cc1cc([N+](=O)[O-])ccc1NCc1ccccc1 | 99 | 93 | 120 | 97 | 11 | 17 | 1 | 105
O=C(c1ccc(C(F)(F)F)cc1)C1CCCN(C(=O)c2csnn2)C1 (centres undefined) | 112 | 107 | 88 | 102 | 0 | -3 | 0 | 106
CCn1c(NC(=O)c2ccc(F)cc2)c2ccccc2nc1=O | 101 | 114 | 84 | 101 | 2 | 7 | 1 | 99
COc1ccc(-n2ncc3c(NC(C)C)ncnc32)cc1 | 102 | 101 | 111 | 102 | 6 | 3 | 5 | 111
CCOc1ccc(C(=O)NCc2cccs2)cc1 | 101 | 107 | 108 | 98 | 0 | -8 | 0 | 103
O=C(O)CCn1c(O)c(C=C2N=c3ccccc3=N2)sc1=S | 98 | 99 | 105 | 110 | -7 | -1 | 2 | 97
O=C(CSc1nc2ccccc2c2c1CCCC2)N1CCOCC1 | 103 | 103 | 100 | 100 | -19 | 3 | 1 | 102
CCN(CCNC(=O)C1CCN(S(=O)(=O)c2cccc3nsnc23)CC1)c1ccccc1 | 94 | 90 | 100 | 96 | 1 | 11 | 3 | 99
Cc1ccc(Sc2ccc([N+](=O)[O-])cc2[N+](=O)[O-])nc1 | 111 | 99 | 104 | 103 | 7 | 5 | 2 | 101
CCS(=O)(=O)c1ccc(O)c(N2C(=O)C3C4C=CC(C4)C3C2=O)c1 (centres undefined) | 100 | 97 | 99 | 101 | 6 | 8 | 0 | 105
COc1ccc(NC(=O)C2CCC2)cc1S(=O)(=O)N1CCOCC1 | 93 | 97 | 94 | 95 | 0 | 15 | 0 | 95
Cc1ccc(-n2cnc(N)c2C(=O)c2cccc([N+](=O)[O-])c2)cc1 | 96 | 100 | 110 | 104 | 1 | -1 | 0 | 100
CN(C)S(=O)(=O)c1ccc(NC(=O)COc2ncnc3c2cnn3-c2ccccc2)cc1 | 98 | 100 | 92 | 98 | -3 | 9 | 6 | 102
Cc1ccccc1NC(=O)CN1CCC(C(=O)c2ccc3c(c2)OCCO3)CC1 | 101 | 104 | 99 | 103 | 0 | 2 | 0 | 106
COC(=O)C1=C(C(=O)OC)C2(OC1c1ccc(Br)cc1)C(=O)c1ccccc1C2=O (centres undefined) | 97 | 87 | 98 | 96 | 1 | 1 | 0 | 103
COC(=O)c1[nH]c(=O)c2ccccc2c1OCc1ccccc1 | 97 | 95 | 104 | 84 | 4 | -15 | 1 | 95
COc1ccccc1NC(=O)Nc1nc(CC(=O)Nc2ccc(F)c(F)c2)cs1 | 93 | 111 | 94 | 93 | -13 | -1 | 0 | 95
O=C(CSc1nc2ccsc2c(=O)n1Cc1ccccc1)NCC1CCCO1 (centres undefined) | 97 | 121 | 104 | 116 | 1 | 12 | 0 | 101
COc1ccccc1NS(=O)(=O)c1cccc(C(=O)NCc2ccco2)c1 | 93 | 102 | 98 | 97 | -20 | 1 | 7 | 107
C=CCNC(=O)Cc1ccc(S(=O)(=O)N2CCOCC2)s1 | 99 | 92 | 99 | 98 | -4 | -8 | 7 | 99
CC1CCCCN1C(=O)COC(=O)c1ccc2ccccc2n1 (centres undefined) | 99 | 98 | 99 | 102 | -1 | -12 | 1 | 101
c1ccc(CSc2nnc(SCc3ccccn3)s2)nc1 | 100 | 100 | 101 | 100 | 18 | -7 | 0 | 102
CC(OC(=O)c1ccc2c(=O)n3c(nc2c1)CCCCC3)C(N)=O (centres undefined) | 107 | 101 | 102 | 104 | 4 | 5 | 2 | 110
COc1cccc2cc(C(=O)N(Cc3ccccc3)CC3CCCO3)c(=O)oc12 (centres undefined) | 100 | nt | 91 | 104 | 0 | 3 | 0 | 103
Cc1ccc(S(=O)(=O)N2CCc3ccccc3C2)cc1C | 117 | 110 | 112 | 114 | -1 | 7 | 16 | 110
CC(=O)N(c1nnc(-c2ccc(C)cc2)s1)C1CCCC1 | 108 | 104 | 105 | 110 | 3 | 15 | 2 | 114
COc1ccc(C(=O)COC(=O)CCn2nnc(-c3cccs3)n2)cc1 | 100 | 102 | 103 | 101 | -2 | 2 | 0 | 103
O=C(O)c1ccc2c(c1)OCCCO2 | 102 | 112 | 91 | 104 | -7 | -19 | 0 | 100
Cc1c(OCc2ccccc2)c(=O)ccn1Cc1ccccc1 | 99 | 106 | 103 | 102 | 6 | 2 | 1 | 101
O=C1Nc2ccccc2C1c1ncc(C(F)(F)F)cc1Cl (centres undefined) | 95 | 97 | 102 | 102 | -11 | 6 | 6 | 96
Cc1cccc(C(=O)N[C@H](C(=O)OCC(=O)NC(=O)c2cccn2C)C(C)C)c1 | 101 | 102 | 98 | 104 | 1 | -11 | 5 | 99
O=C(O)CSc1nc2ccccc2o1 | 98 | 94 | 101 | 102 | 8 | -5 | 1 | 110
Cc1ccccc1C(=O)N1CCC(C(N)=O)CC1 | 98 | 100 | 93 | 100 | 0 | 15 | 2 | 98
CCCCCC/C(=N\NS(C)(=O)=O)c1ccccc1 | 107 | 105 | 102 | 112 | 49 | -4 | 1 | 111
Cc1ccc(OCCn2cc(C=O)c3ccccc32)cc1 | 96 | 97 | 98 | 98 | ? | 6 | 16 | 98
C[n+]1cccc2c(Br)ccc([O-])c21 | 101 | 100 | 111 | 108 | -10 | 2 | 24 | 103
COCCCn1nnnc1SCC(=O)N1CCCC1 | 95 | 88 | nt | 95 | -8 | -6 | 0 | 91
COc1cccc2sc(N(CCCN(C)C)C(=O)c3ccc(S(=O)(=O)N4CCCc5ccccc54)cc3)nc12 | 102 | 98 | 111 | 108 | -15 | -8 | 0 | 100
Cc1ccc(C)c(/C(O)=C2\C(=O)C(=O)N(Cc3cccnc3)C2c2cccnc2)c1 (centres undefined) | 99 | 94 | 100 | 102 | -7 | -2 | 3 | 97
O=S(=O)(c1cccc(C(F)(F)F)c1)N1CCN(c2cnccn2)CC1 | 98 | 101 | 104 | 101 | 13 | 9 | 0 | 97
O=C(OCCN1CCCCC1)C1(c2ccccc2)CCCC1 | 107 | 115 | 97 | 107 | 2 | -32 | 2 | 112
COc1ccccc1N(CC(=O)NC1CCCC1)C(=O)C1(C)CC(=O)N=C2C=CC(C)=CN21 (centres undefined) | 94 | 104 | 86 | 90 | 16 | -4 | 0 | 84
O=C(Oc1ccccc1F)c1ccc2c(=O)n3c(nc2c1)CCC3 | 92 | 103 | 112 | 99 | ? | 9 | 0 | 101
C/C(=C\c1ccccc1)C(=O)Nc1cc(C)on1 | 95 | 93 | 96 | 92 | 18 | -5 | 0 | 110
Cc1ccc(NC(=O)COC(=O)C2CSC3(C)CCC(=O)N23)cc1S(=O)(=O)N1CCOCC1 (centres undefined) | 95 | 87 | 103 | 91 | 14 | 17 | 1 | 89
Cc1cccc(NC(=O)Nc2cc(C)cc(C)n2)c1 | 102 | 95 | 108 | 103 | -9 | 48 | 0 | 96

(further entries)
SMILES | RPL19A-GFP yeast | CIT2 TOR yeast | LAP4-GFP MLPCN | AGP1-GFP MLPCN | GASC-1 inh | VLA-4 inh | GRK2 aptamer HTS | MEP2-GFP yeast
CCN(CC)S(=O)(=O)c1ccc2oc(C(=O)N3CCCCCC3)c(C)c2c1 | 97 | 95 | 103 | 96 | -7 | 8 | 0 | 96
COc1ccc(C(CNC(=O)COc2ccc([N+](=O)[O-])cc2)N2CCCCC2)cc1 (centres undefined) | 98 | 104 | 126 | 113 | 8 | -1 | 0 | 104
COc1ccc(N2C(=O)CC3(CCCC3)CC2=O)cc1 | 103 | 104 | 93 | 102 | 5 | 24 | 0 | 101
Cc1nc2ccccc2n1S(=O)(=O)c1ccc(S(=O)(=O)N2CCCCCC2)cc1 | 102 | 108 | 100 | 109 | -1 | 5 | 0 | 108
COc1cc(/C=C2\SC(=S)N(CC(=O)Nc3cccnc3)C2=O)cc(OC)c1OC | 105 | 106 | 92 | 104 | -2 | -5 | 4 | 105
O=C(NCc1cccc2[nH]ccc12)C1CCC(=O)N(CCc2ccccc2)C1 (centres undefined) | 101 | 104 | 94 | 100 | 26 | 10 | 5 | 102
CCN(C(=O)Cc1c(C(=O)O)n(CC)c2ccccc12)c1ccccc1C | 99 | 87 | 77 | 83 | -6 | 3 | 2 | 93
CCCC1=Nc2cc(C(=O)N3CCC(C(=O)OCC)CC3)ccc2Sc2ccccc21 | 96 | 100 | 90 | 100 | -16 | -9 | 8 | 99
O=C(N/N=C\c1ccc(Cl)s1)C1COc2ccccc2O1 (centres undefined) | 91 | 97 | 102 | 97 | -1 | -2 | 0 | 94
CCOc1ccc2oc(=O)cc(CN3CCN(Cc4ccccc4)CC3)c2c1 | 107 | 108 | 91 | 103 | -4 | -2 | 3 | 106
CCOC(=O)CCC(NC(=O)CC(=O)NC(CCC(=O)OCC)C(=O)OCC)C(=O)OCC (centres undefined) | 97 | 102 | 90 | 100 | -4 | 34 | 1 | 97
Cc1ccccc1NC(=O)Cn1nc(C(F)(F)F)cc1C1CC1 | 95[may fluoresce violet] | ? | 83[may fluoresce violet] | 89[may fluoresce violet] | 7 | nt | 0 | 84[may fluoresce violet]

Two neighbouring entries from above:
SMILES | RPL19A-GFP yeast | CIT2 TOR yeast | LAP4-GFP MLPCN | AGP1-GFP MLPCN | GASC-1 inh | VLA-4 inh | GRK2 aptamer HTS | MEP2-GFP yeast
CCOC(=O)CCC(NC(=O)CC(=O)NC(CCC(=O)OCC)C(=O)OCC)C(=O)OCC (centres undefined) | 97 | 102 | 90 | 100 | -4 | 34 | 1 | 97
Cc1ccccc1NC(=O)Cn1nc(C(F)(F)F)cc1C1CC1 | 95[may fluoresce violet] | ? | 83[may fluoresce violet] | 89[may fluoresce violet] | 7 | nt | 0 | 84[may fluoresce violet]

Source: PubChem (several laboratories)
